Source: PubChem (several laboratories)
Lipid droplet = hepatic lipid droplet formation modulation; AID 1656; actives 0.4% (n = 240,000); inhibition, % at 6.5 µM; AML12 mouse hepatocytes, oleate lipid droplets, BODIPY imaging;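 active = lipid droplet intensity inhibited by at least 50%, with more than 500 cells counted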
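Test system: AML12 mouse liver cells; schedule: overnight exposure; technique: high-content imaging of BODIPY-stained droplets and DAPI nuclei; read-out: % inhibition of corrected integrated BODIPY droplet signal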
SIAH1 antagonists = Siah-1 peptide-binding antagonists, primary screen, biochemical, fluorescence polarization, rhodamine-plectin, uHTS (AID 1817). Siah-1 / rhodamine-plectin peptide fluorescence polarization; higher % means a stronger effect. actives 0.02% (n = 290,000). displacement, % at 20 µM, or IC50 in µM where a hit was titrated;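 active = displacement of at least 50% at 20 µM, with a fluorescence ratio check between 0.3 and a set limit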;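 also: plate controls were Siah plus tracer with DMSO for no effect and tracer alone without Siah for full effect; strong numbers were not always called active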
M1AAP inhibition = P. falciparum M1AAP inhibitors, biochemical, fluorogenic H-Leu-NHMec substrate, 1536-well (AID 1445) | inhibition, % at 30 µM, or IC50 in µM where a hit was titrated | actives 0.42% (n = 220,000) | recombinant M1AAP, H-Leu-NHMec fluorogenic kinetic assay; higher % means a stronger effect;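 active = primary inhibition above the hit cutoff, then over 50% inhibition at one or more dose response concentrations, cut at about 23% in these data, passing the limit was not always enough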;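 also: plate controls were DMSO full reaction for no effect and no enzyme background for full effect; strong numbers were not always called active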
ER stress rescue = protection against thapsigargin-triggered cell killing – 384-well, CSM14.1, ATP luminescence, primary screen (AID 1222); CSM14.1 thapsigargin-induced death rescue, ATP luminescence; higher % means a stronger effect; one-dose cellular ATP content (survival), % at 20 µM; EC50 in µM for titrated hits; 190,000 tested, under 10 active;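 active = EC50 below 50 µM in the dose-response confirmation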;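 also: death triggered by thapsigargin at about 15 µM added after 2 h compound pretreatment; cell ATP read after overnight thapsigargin exposure of roughly 18 to 22 hours; normalized against plate controls of thapsigargin alone and 5% DMSO vehicle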
HEK293 NOD2/NF-kB = NOD2 signaling inhibitors, cell-based, luminescence, uHTS, HEK293 (AID 1566); HEK293 NOD2/NF-kB luciferase reporter, luminescence; higher % means a stronger effect; inhibition, % at 4 µM; hits with a dose series show EC50 in µM; actives 0.63% (n = 290,000); also: many of its hits are not listed in these tables
XIAP antagonists = small molecules displacing peptide from XIAP – biochemical, IAP family, fluorescence polarization (AID 1018); XIAP BIR domain, fluorescence polarization peptide displacement; higher % means a stronger effect; one-dose displacement, % at 20 µM; IC50 in µM for titrated hits; actives 0.007% (n = 200,000); in the data active = displacement above about 50%; also: a part of the inactive calls stands beside numbers as strong as those of hits
P. falciparum M17LAP = P. falciparum M17LAP inhibitors, primary screen, biochemical, fluorogenic H-Leu-NHMec substrate, 1536-well (AID 1619) | recombinant M17LAP, H-Leu-NHMec fluorogenic kinetic assay; higher % means a stronger effect | inhibition, % at 30 µM, or IC50 in µM where a hit was titrated | actives 0.38% (n = 220,000);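 active = compound inhibiting the enzyme by more than half at any dose during confirmatory dose-response retesting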;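 also: plate controls were full reaction with DMSO carrier for no effect and no enzyme background for full effect; strong numbers were not always called active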
LYP phosphatase = inhibitors of LYP phosphatase, biochemical, fluorescence intensity, uHTS (AID 1779); recombinant LYP phosphatase, fluorescence intensity; higher % means a stronger effect; inhibition, % at 11.5 µM, or IC50 in µM where a hit was titrated; actives 0.054% (n = 290,000);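 also: plate controls were vehicle with enzyme for no effect and no enzyme for full effect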
AID2073 = inhibitors of Mint1-CaV2.2 protein interaction, biochemical, HTRF (AID 2073) | HTRF protein-protein interaction, Mint1-CaV2.2; higher % means a stronger effect | actives 0.19% (n = 290,000) | inhibition, % at 20 µM, or IC50 in µM where a hit was titrated; in the data active = inhibition mostly above about 51%, no sharp cut-off; also: some results filed as inactive read as strong as hits
Lipid droplet cells 6.5 µM = second read-out of Lipid droplet, no call of its own (marks repeat the call); cell count; measured here: cell count, cytotoxicity flag;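 cells counted across two imaged fields per well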
Active calls of the source: *; nt = not tested or not shown. Rule as the data show it, unless noted: active = inhibition above about 50%; inactive = the rest. These rows are one share of the data. The share of hits here may be higher or lower than overall.

molecule	Lipid droplet	Lipid droplet cells 6.5 µM	SIAH1 antagonists	M1AAP inhibition	ER stress rescue	HEK293 NOD2/NF-kB	XIAP antagonists	P. falciparum M17LAP	LYP phosphatase	AID2073
O=C(c1cc(COc2ccc3ncccc3c2)on1)N1CCCC1	-34	627	2%	nt	nt	46%	nt	nt	-1%	12%
O=C(Nc1ccc2c(c1)OCCO2)C1CCCN1S(=O)(=O)c1ccc(Cl)cc1 (stereo unspecified)	-9	747	-1%	4%	0.0%	13%	-7.2%	1%	3%	4%
CC(=O)N1CCC2(CC1)C(C#N)=C(N)Oc1n[nH]c(CSc3ccc(C)cc3)c12	nt	nt	0%	12%	1.4%	4%	-3.2%	21µM*	-4%	-10%
COc1nccnc1NS(=O)(=O)c1ccc(NC(=S)NC(=O)c2cccc(F)c2)cc1	-2	700	6%	15%	1.6%	-10%	-1.2%	43%	0%	-5%
Cc1ccc(C(=O)OCC(=O)Nc2cc(F)ccc2F)cc1NC(=O)c1ccco1	21	798	0%	6%	-0.7%	19%	-0.9%	20%	0%	5%
Cc1cc(C)nc(NS(=O)(=O)c2ccc(NC(=O)c3ccccc3[N+](=O)[O-])cc2)n1	-9	799	9%	nt	nt	10%	nt	nt	-9%	2%
Cc1cc(-c2ccc(F)cc2)nc2cc(C(N)=O)nn12	5	793	8%	6%	1.2%	18%	-13%	-2%	-2%	18%
COc1cc(C(=O)Nc2ccc3oc(-c4cccnc4)nc3c2)cc(OC)c1OC	7	692	6%	9%	-0.8%	20%	-1.6%	-10%	-1%	4%
CCCCn1c(N)c(N(CCC(C)C)C(=O)c2ccc([N+](=O)[O-])o2)c(=O)[nH]c1=O	2	668	-2%	nt	nt	-2%	nt	nt	-5%	2%
CCc1ccc(C(=O)c2cncc(Br)c2)cc1	0	696	4%	8%	-1.1%	15%	1.6%	-5%	-4%	-6%
Cn1c(=O)[nH]c(=O)c2c1nc(SCCO)n2Cc1ccccc1Cl	6	826	-1%	nt	nt	-12%	nt	nt	-4%	-22%
CCCCOc1ccc(CONS(=O)(=O)c2ccc(NC(C)=O)cc2)cc1Cl	10	509	-10%	-4%	-1.6%	-38%	-0.8%	7%	-5%	3%
CCC(c1nnc(SCC(=O)Nc2cc(S(C)(=O)=O)ccc2Cl)n1Cc1ccccc1)N(C)C (stereo unspecified)	-9	825	1%	nt	nt	-6%	nt	nt	-17%	-1%
CCn1c(=O)c2cc(C(=O)N3CCN(C(=O)c4ccco4)CC3)sc2c2ccccc21	-4	708	-2%	8%	3.8%	8%	-6.3%	-3%	-4%	15%
COCCCNC(=S)N1CCC(C(=O)c2ccc3c(c2)OCCO3)CC1	-4	670	4%	3%	-0.5%	13%	-3.8%	8%	-5%	12%
Cc1ccc(/C=N/NC(=O)c2c(C)nc3ccc(Br)cn23)cc1	-188	313	15%	nt	nt	-7%	nt	nt	-11%	11%
C=CCNc1cc(N2CCCC2)ccc1[N+](=O)[O-]	-4	647	-2%	2%	-0.8%	13%	-12%	2%	-21%	-7%
O=C(NCCc1ccc(Cl)cc1)C1CCN(C(=O)N2CCOc3ccccc32)CC1	21	754	11%	nt	nt	-9%	nt	nt	-7%	-3%
O=C(OCN1C(=O)C(=O)c2ccccc21)c1ccc(Cl)cc1	-2	767	2%	nt	nt	9%	nt	nt	-8%	1%
CCN(CC)S(=O)(=O)c1ccc2oc(SCc3ccc(F)cc3)nc2c1	-8	673	-7%	1%	3.2%	11%	0.6%	1%	-1%	-5%
COCCNc1ccc(-c2nn(C)c(=O)c3ccccc23)cc1[N+](=O)[O-]	-1	666	2%	2%	nt	7%	nt	-1%	0%	-11%
CCCSc1cc(=O)n(-c2ccccc2)nc1C(=O)OCC	nt	nt	-1%	5%	-0.4%	8%	-7.0%	3%	3%	2%
COc1ccc(OC)c(NC(=O)CS(=O)(=O)c2cn(CC(=O)N3CCOCC3)c3ccccc23)c1	-2	604	-2%	nt	nt	-10%	nt	nt	-6%	-2%
CC1=Nc2cccc3cccc(c23)N1	nt	nt	-1%	5%	-1.7%	-6%	-15%	-2%	-7%	4%
CCN(c1ccccc1)S(=O)(=O)c1ccc(C(=O)Nc2nnc(CSC)o2)cc1	4	704	-11%	-11%	nt	40%	-2.3%	10%	0%	0%
Cc1cccc(OCC(=O)OC(C)CN2CCCCC2)c1 (stereo unspecified)	9	845	6%	nt	nt	9%	nt	nt	-7%	-5%
CC(C)c1ccc(NC(=O)CSc2n[nH]c(=O)n2-c2ccc3c(c2)OCCO3)cc1	4	685	4%	12%	nt	-5%	nt	-1%	-10%	1%
O=C(NNC(=O)c1cccs1)Nc1cccc(Cl)c1	nt	nt	-3%	14%	-3.5%	2%	-4.1%	4%	1%	1%
CNC(=O)COC(=O)c1[nH]c(C)c(C(C)=O)c1C	-16	611	-1%	-1%	-1.7%	-7%	-3.7%	-1%	-4%	2%
O=S(=O)(c1ccc(F)cc1)N1CCN(CCc2ccccc2)CC1	12	840	-2%	nt	nt	3%	nt	nt	-8%	-1%

Nothing new here: entries from further up.
molecule	Lipid droplet	Lipid droplet cells 6.5 µM	SIAH1 antagonists	M1AAP inhibition	ER stress rescue	HEK293 NOD2/NF-kB	XIAP antagonists	P. falciparum M17LAP	LYP phosphatase	AID2073
O=C(NNC(=O)c1cccs1)Nc1cccc(Cl)c1	nt	nt	-3%	14%	-3.5%	2%	-4.1%	4%	1%	1%
CNC(=O)COC(=O)c1[nH]c(C)c(C(C)=O)c1C	-16	611	-1%	-1%	-1.7%	-7%	-3.7%	-1%	-4%	2%
O=S(=O)(c1ccc(F)cc1)N1CCN(CCc2ccccc2)CC1	12	840	-2%	nt	nt	3%	nt	nt	-8%	-1%

(continued)
Below each SMILES: Lipid droplet | Lipid droplet cells 6.5 µM | SIAH1 antagonists | M1AAP inhibition | ER stress rescue | HEK293 NOD2/NF-kB | XIAP antagonists | P. falciparum M17LAP | LYP phosphatase | AID2073
O=C(CCC(=O)OCc1cccc(C(=O)Oc2ccccc2)c1)Nc1cccc2ccccc12
  29 | 647 | 4% | 4% | -1.6% | 11% | -3.9% | -5% | -2% | 0%
O=C(CSc1nc2ccccc2o1)NCCOc1ccccc1
  nt | nt | 7% | 0% | -0.1% | -16% | -2.4% | -1% | -4% | 7%
CCN(Cc1cc(=O)[nH]c2ccccc12)C(=O)C(C)C
  -8 | 664 | 5% | 5% | nt | -10% | nt | 0% | -5% | -3%
COc1ccc(N2CCN(CCCNC(=O)C(=O)c3c(C)[nH]c4ccccc34)CC2)cc1
  -31 | 665 | -5% | nt | nt | 25% | nt | nt | -6% | -4%
COC(=O)C1=C(C)NC(C)=C(C(=O)OC)C1c1ccccn1
  -3 | 669 | 3% | 4% | -0.8% | 2% | -1.6% | -9% | -6% | 5%
CCN1/C(=C/C(=S)Nc2ccccc2)Sc2ccccc21
  -16 | 672 | -2% | 2% | nt | -97% | nt | 3% | -4% | -18%
O=S(=O)(CCN1CCSCC1)c1ccccc1
  -3 | 742 | -2% | 3% | nt | 7% | nt | 0% | -7% | 7%
Nc1nonc1-n1nnc(C(=O)N/N=C/c2c(F)cccc2Cl)c1-c1ccc2c(c1)OCO2
  -21 | 707 | 13% | nt | nt | 12% | nt | nt | -14% | 19%
CC(=O)Oc1cc2c(cc1Cl)C(c1cccs1)CC1(CC(C)(C)NC(=S)N1)O2 (stereo unspecified)
  0 | 723 | -2% | 7% | 1.7% | 9% | -2.2% | 2% | -1% | 2%
CCC1C(=NO)C(CC)C(c2ccccc2)NC1c1ccccc1 (stereo unspecified)
  -13 | 663 | -6% | -5% | 3.7% | nt | -2.8% | -6% | -6% | 6%
Cc1noc(/C=C/c2ccco2)c1S(=O)(=O)N1CCC(C(=O)NCc2ccco2)CC1
  nt | nt | 4% | 17% | -0.6% | 11% | -4.9% | 25% | -2% | -4%
c1ccc(-c2nnc3sc(CN4CCc5ccccc54)cn23)cc1
  16 | 716 | -8% | 14% | 0.5% | -31% | -3.2% | 18% | -5% | 11%
CNc1nc2c(c(=O)[nH]c(=O)n2C)n1CCCc1ccccc1
  4 | 785 | -1% | nt | nt | 6% | nt | nt | -3% | 8%
CCC(=O)N1C(C(=O)NCc2ccc(OC)cc2)CSC1c1ccc(OC)cc1 (stereo unspecified)
  nt | nt | 0% | -11% | 0.1% | -4% | -4.1% | 4% | -4% | -2%
CC1(C)Cc2c(sc3nc(C4CC4)n(N)c(=O)c23)CO1
  2 | 731 | 11% | 0% | nt | 5% | nt | 0% | -10% | -11%
CCN1C(=O)C(Cc2nc3ccccc3c(=O)n2-c2ccccc2)c2ccccc21 (stereo unspecified)
  nt | nt | -1% | 6% | 10% | 14% | -8.1% | -8% | -4% | -1%
C=CCn1c(C)cc(C(=O)CSc2nc3ccccc3[nH]2)c1C
  nt | nt | 1% | -1% | -2.4% | -120% | -2.3% | -3% | -3% | -17%
O=C(CCN1C(=O)[C@@H]2Cc3ccccc3CN2C1=O)NCc1ccccc1Cl
  7 | 672 | -2% | nt | nt | 10% | nt | nt | 0% | 8%
Nc1ccc(C#Cc2ccc3c(=O)c4ccccc4oc3c2)cc1
  nt | nt | -5% | nt | nt | -50% | nt | nt | -8% | 25%
COc1ccc(S(=O)(=O)Nc2ccccc2C(=O)N2CCOCC2)cc1Br
  -1 | 704 | 15% | nt | nt | 10% | nt | nt | -7% | 4%
O=C(Nc1nc(-c2cc(F)ccc2F)cs1)C1=NN(c2ccccc2)C(=O)CC1
  -38 | 591 | 1% | 10% | 1.0% | -1% | -5.2% | -5% | 10% | 35%
CCOc1cc(/C=C/c2cccc[n+]2C)ccc1OCC(=O)Nc1ccc(C)cc1
  1 | 822 | -2% | nt | nt | 25% | nt | nt | -2% | 1%
CCN=C(NC#N)SCc1c(F)cccc1Cl
  -2 | 680 | 4% | 10% | -0.5% | -8% | -4.2% | 6% | -7% | 6%
COc1cc(NC(=O)CCc2nc(-c3cccs3)no2)cc(OC)c1OC
  nt | nt | 1% | 2% | 1.3% | -19% | -4.0% | -8% | -7% | -1%
CCO[C@H]1OC(C(=O)N2CCCCCCC2)=C[C@@H](c2ccc(C(F)(F)F)cc2)[C@@H]1CCCO
  -2 | 715 | 4% | 2% | 3.6% | 3% | -6.7% | -4% | -3% | -1%
